# Screens: PubChem, National Center for Advancing Translational Sciences (NCATS)
# SW480 rerep: inducers of DNA re-replication in SW480 colon cancer cells. SW480 DNA re-replication, Hoechst DNA content imaging, 48 h. Potency, µM (top dose mostly 46.1 µM), for the others: top-dose re-replication activation, actives largely listed as activators. 1.8% of 340,000 active. AID 624297; further: potency means the concentration at half of the fitted maximal effect; % of control where 0% means no effect; nearly all actives have a fitted effect of over 55% in size
#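 Image-based read-out: total Hoechst fluorescence of nuclei (405 nm excitation, 500-530 nm emission), with hits raising the fraction of high-intensity nuclei. SW480 colon cells incubated 48 hr with compounds at 37 C.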
# HT1080 IDH1KD tx: kills HT-1080 cells with IDH1 knockdown | HT-1080 IDH1 knockdown viability, ATP luminescence, 48 h | Potency, µM (highest dose often 46.1 µM), for the others: at the highest dose activity, negative = toxicity, usual class: cytotoxic | 2% of 360,000 active;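 further: potency means the concentration at half of the fitted maximal effect; 0% = DMSO wells and -100% = cell-free medium wells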
#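 Assay cells: HT-1080 with IDH1 knockdown, 750 per well, RPMI/5% FBS. Exposure: 48 h at 37 °C following 2 h pre-incubation. Read: CellTiter-Glo luminescence; fitted concentration-response, curve class assigned.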
# KB-V1 MDR tox: kills drug-selected multidrug resistant KB-V1 cells; 3.4% of 400,000 active; AID 1347076; Potency, µM (series often up to 46.1 µM), without a hit: top-dose activity change, negative = cytotoxicity, actives largely listed as cytotoxic; KB-V1 MDR cells viability, CellTiter-Glo, 72 h; further: potency means the concentration at half of the fitted maximal effect; on the % scale 0 is the no-effect control and ±100 the full control effect; nearly all actives have a fitted effect of over 60% in size
#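 Following 72 h at 37 degrees C with compound, KB-V1 cell viability was read by CellTiter-Glo luminescence, medium being phenol-red-free DMEM plus 10% FBS; concentration-response parameters came from normalized, curve-fitted qHTS data.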
# KB-3-1 tox: KB-3-1 parental cell cytotoxicity; KB-3-1 viability, CellTiter-Glo ATP luminescence, 72 h; Potency, µM (highest dose often 46.1 µM), for the others: top-dose activity change, negative = cytotoxic, actives largely listed as cytotoxic; 1.4% of 400,000 active; further: potency means the concentration at half of the fitted maximal effect; on the % scale 0 is the no-effect control and ±100 the full control effect; nearly all actives have a fitted effect of over 60% in size
#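 Cells are dispensed, compounds pinned in, plates held at 37 °C for 72 h, then CellTiter-Glo is added and luminescence read after 10 minutes. Cell line: parental KB-3-1 in phenol-red-free DMEM, 10% FBS.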
# ATXN viability: reduces viability in counter-screen for ATXN expression inhibitors; 0.49% of 400,000 active; Potency, µM (series often up to 56.7 µM), most hits filed as cytotoxic; AID 651635; S2 cells (HEK-293 line with an ATXN2-luciferase reporter) viability, CellTiter-Fluor protease fluorescence, 24 h; further: potency means the concentration at half of the fitted maximal effect; nearly all actives have a fitted effect of over 40% in size
# MCF10A rereplic: DNA re-replication induction in MCF 10a cells | MCF 10A DNA re-replication, Hoechst nuclear intensity, 48 h | Potency, µM (doses to about 46.1 µM), without a hit: top-dose activity, positive = re-replication, actives largely listed as activators | 2.9% of 350,000 active | AID 624296; further: potency means the concentration at half of the fitted maximal effect; % of control where 0% means no effect; nearly all actives have a fitted effect of over 50% in size
# ATXN2 expr inh: inhibitors of ATXN2 expression; HEK-293 ATXN2-luciferase reporter, luminescence, 24 h; Potency, µM (titrated, usually from 57 µM), for inactives: at the highest dose activity change, negative = inhibition, hits mostly inhibitors; 0.72% of 360,000 active; AID 1745845; further: potency means the concentration at half of the fitted maximal effect; on the % scale 0 is the no-effect control and ±100 the full control effect; nearly all actives have a fitted effect of over 55% in size
#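 qHTS (up to 57 uM final) was run with 24 h compound exposure of reporter cells at 37 °C. Each well was multiplexed: SteadyGlo luminescence measured ATXN2-luciferase expression after a fluorogenic Gly-Phe-AFC viability readout (25 uM final).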
# HT1080-NT tox: kills 2HG-producing HT-1080-NT fibrosarcoma cells. HT-1080-NT fibrosarcoma viability, CellTiter-Glo ATP luminescence, 48 h. Potency, µM (titrated, usually from 46.1 µM), without a hit: top-dose activity, negative = less viability, actives largely listed as cytotoxic. 1.6% of 360,000 active;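 further: NT is the 2HG producing partner of a matched IDH1 knockdown line; potency means the concentration at half of the fitted maximal effect; 0% = DMSO-treated cells and -100% = media-only wells without cells; nearly all actives have a fitted effect of over 55% in size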
#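 A 48-hour cytotoxicity screen used HT-1080-NT cells plated 2 hours before compound delivery. ATP-based CellTiter-Glo luminescence measured viability, normalized to DMSO and no-cell controls.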
# IL1B secr inh: blocks inflammasome-driven IL-1 beta release. THP-1 LPS/ATP IL-1B secretion, AlphaLISA, 16 h; active compounds read low. activity change, % at 57.5 µM. 4.7% of 360,000 active. AID 743279; in the data active means activity change below about -50%; inconclusive means mostly about -30% to -49%; further: on the % scale 0 is the no-effect control and ±100 the full control effect
#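 Secreted IL-1B measured by AlphaLISA bead assay after 16 h compound exposure of THP-1 cells; compounds (final up to 57.5 uM) added 1 h before LPS (250 ng/mL) and ATP (1.25 mM) stimulation; lower signal means less secretion.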
# Numbers without * were called inactive; i = inactive; u = inconclusive; x = not tested or not shown; & = joins results of further samples; [ ] = remark or other dose. Unless noted, the call rests on the fitted dose curve; in most records, active means well fitted curve in the direction sought with a large enough effect; inconclusive means small, poorly fitted or top-dose-only effect, or another doubt; inactive means no such curve, though single readings can be large; an effect the other way counts as inactive or inconclusive.
# Below each SMILES: SW480 rerep, HT1080 IDH1KD tx, KB-V1 MDR tox, KB-3-1 tox, ATXN viability, MCF10A rereplic, ATXN2 expr inh, HT1080-NT tox, IL1B secr inh
> NCCN1CCN2C(=O)CN(C(=O)c3ccccc3)CC12 (stereo not given)
 : -2%, -2%, -11%, -1%, i, 1%, 11%, -2%, 10
> C[C@H]1CN([C@@H](C)CO)S(=O)(=O)c2ccc(C#CC(C)(C)O)cc2O[C@H]1CN(C)Cc1ccccc1
 : x, -8%, -34%, 0%, i, x, -23%, -13%, -27
> O=C(/C=C/c1ccccc1)N1CCOCC1
 : -20%, 5%, u, 20%, i, 5%, 6%, 2%, -1
> COc1ccc(C(=O)N/C(=C/c2cccnc2)C(=O)N2CCCCCC2)cc1OC
 : 8%, -2%, u, 19%, i, -1%, 11%, 0%, 18
> CC1CCCN(C(=O)Cn2nnc(-c3cccnc3)n2)C1 (stereo not given)
 : -6%, -6%, -25%, 1%, i, 3%, 6%, -6%, 5
> Cc1ccc2nc(-c3ccccc3)cc(C(=O)Nc3cccnc3)c2c1
 : -1%, 8%, 2.9µM*, 22%, u, 10%, 9%, 1%, 13
> COc1cccc(OCc2nc3ccccc3n2CCOc2cccc(C)c2)c1
 : x, x, u, 1%, u, x, -3%, x, x
> CC(NC(=O)c1nn(C)c(=O)c2ccccc12)c1ccccc1 (stereo not given)
 : -7%, 1%, 21µM*, -2%, i, -1%, 1%, 5%, 18
> CCN1CCN(c2ccc(N=Cc3ccccc3O)cc2)CC1
 : -5%, -1%, -18%, 0%, i, 2%, 3%, -4%, 62
> NC(=O)CSc1nnc(-c2ccco2)n1-c1ccccc1
 : -25%, 0%, 27%, 0%, i, 2%, x, 2%, -13
> Cc1ccc(OCCC(=O)OCC(=O)Nc2ccc(Cl)cn2)cc1
 : -5%, 13%, 30%, 14%, i, 1%, 8%, 12%, 24
> CCC1CCCCN1S(=O)(=O)c1c(C)n(C)c(=O)n(C)c1=O (stereo not given)
 : -62%[inhibitor], 7%, 11%, -1%, i, 7%, 3%, -1%, 10
> CCN(C(=O)CSc1nnc(-c2ccccc2OC)n1N)c1c(N)n(Cc2ccccc2)c(=O)[nH]c1=O
 : 26%, -3%, u, u, i, 5%, -2%, 3%, 1
> O=C(c1cc2ccccc2oc1=O)N(Cc1ccco1)CC1CCCO1 (stereo not given)
 : -8%, 6%, 12µM*, 9%, i, 15%, 4%, 6%, 6
> Cc1ccccc1NC(=O)C(C)OC(=O)C1CC(=O)N(Cc2ccco2)C1 (stereo not given)
 : 50%, 0%, u, 5%, i, -8%, -5%, -4%[9.24 µM], 8
> COc1ccc(CNC(=O)CC(NC(N)=O)c2ccccc2Cl)cc1OC (stereo not given)
 : 2%, 15%, 8%, -1%, i, 1%, -10%, 18%, -4
> CC[C@]1(C(=O)OC)[C@H]2C(=O)N(Cc3ccccc3)C(=O)[C@H]2[C@H]2CN=C(SCc3ccc(Cl)cc3)N21
 : -1%, -11%, u, u, u, 5%, -28%, -1%, -2
> COC(=O)c1cc(NC(=O)Cn2nc(C)n3cccc3c2=O)cc(C(=O)OC)c1
 : u, 10%, -25%&20%, 0%&1%, i, -3%, x, 0%, 40
> Cc1cc(C)n(-c2ccc3cccc(NS(C)(=O)=O)c3n2)n1
 : u, u, u, u, i, u, u, u, 214
> CC1CN(CC(O)COc2ccc(C#N)cc2)CCN1CC(O)COc1ccc(C#N)cc1 (stereo not given)
 : -1%, 0%, u, -14%, i, -6%, -6%, 6%, 30
> COc1cccc(NC(=O)CN(C)C(C)C(=O)NC(=O)NC2CCCCC2)c1 (stereo not given)
 : -23%, -2%, 10%, -22%, i, u, -6%, -6%[9.24 µM], 10
> CCOC(=O)C1CCCN(c2c(NCCc3cccc(C)c3)c(=O)c2=O)C1 (stereo not given)
 : -21%, 1%, -1%, 12%, i, 5%, x, 7%, -4
> CCN1CCN(Cc2ccc(OC)c(OCc3ccccc3)c2)CC1
 : -2%, -1%, 2%, -14%, i, -11%, -3%, -1%, 17
> COc1cc(CNCc2ccc3c(c2)OCO3)c([N+](=O)[O-])cc1OC
 : 6%, -6%, -21%, 10%, i, 5%, x, -18%, 11
> CCCCCCCCCOC(=O)C1N2C(=O)[C@@H](NC(=O)COc3ccccc3)[C@H]2SC1(C)C (stereo not given in full)
 : -16%, 11%, 0%&-6%, 15%&-1%, i, 5%, 5%, 15%, 30
> COc1cc(CNC(=O)c2sc3ncccc3c2-n2cccc2)cc(OC)c1OC
 : x, x, -2%, -31%, u, x, -25%, x, x
> CCOC(=O)CNS(=O)(=O)c1cc(-c2nn(C)c(=O)c3ccccc23)ccc1C
 : 1%, 0%, 1%, 19%, i, 7%, 2%, 2%, -92*
> O=C(NC1CCCCC1)c1cc(-c2ccc(Cl)cc2)on1
 : u, 10%, 9%, 12%, i, -4%, 22%, 26%, -1
> COc1ccc2c(c1)-c1nc(/N=C/c3ccc(O)cc3)sc1CC2
 : -12%, -2%, 5%, -7%, i, -2%, -4%, -4%, -5
> CC1=C(C(N)=O)C(c2cccc(OCc3ccccc3)c2)n2nnnc2N1 (stereo not given)
 : u, -12%, 9%, 0%, i, u, -11%, -17%, u
> O=C(NCc1cccs1)C1CCCN1C(=O)Nc1ccccc1 (stereo not given)
 : -3%, 0%, 17%, -3%, i, -3%, -4%, 0%, -15
> CCc1nnc(NC(=O)CN2CCN(Cc3ccccc3Cl)CC2)s1
 : 5%, 4%, -18%, 0%, i, -17%, -3%, -22%, 62
> CCCCn1c(N)c(N(CC(C)C)C(=O)CSCc2ccc(Cl)c(Cl)c2)c(=O)[nH]c1=O
 : -1%, -12%, -9%, -16%, i, u, -11%, -13%, -56*
> Cc1cc(C(C)(C)C)oc1C(=O)O
 : -64%[inhibitor], 10%, u, 2%, i, -1%, x, 7%, 7
> Cc1c(-c2ccccc2)cnc2c(C)cccc12
 : -13%, 9%, 27%, 3%, x, u, -18%, 14%, 0
> Cc1ccc(CNC(=O)CNS(=O)(=O)c2ccc3c(c2)C(C)(C)C(=O)N3C)cc1
 : 11%, 3%, 30%, -2%, i, 6%, -28%, -2%, u
> CCC(C)[C@H](NC(=O)OC(C)(C)C)C(=O)N/N=C/C1=Cc2ccccc2OC1 (stereo not given in full)
 : u, u, 0%, -10%, u, u, 3%, u, -2
> O=C(CSc1ncnc2nc[nH]c12)c1ccc(Cl)cc1
 : 2%, -69%, -35%, u, i, -2%, -6%, 1%, 6
> COC(=O)CSc1nc2ccccn2c(=O)c1C=O
 : 4%, 2%, 6%, 0%, i, -29%, 1%, -2%, 8
> Cc1ccc(CN2CCNC(=O)C2CC(=O)NCCCn2cccn2)o1 (stereo not given)
 : 0%[1.84 µM], 0%, 14%, -8%, i, 21%, 22%, 9%, 10
> CCCNC(=O)Nc1ccc(NC(C)=O)cc1
 : -131%[inhibitor], -1%, 6%, 0%, i, -1%, x, -2%, 0
> CC(C)(C)OC(=O)CC12CCCCC1NC(=O)O2 (stereo not given)
 : 0%, 7%, 16%, 12%, i, 3%, -3%, 0%, 10
> O=C1C2CCCN2C(=O)N1CCN1CCN(c2cccc(C(F)(F)F)c2)CC1 (stereo not given)
 : 11%, 15%, -25%, -5%, i, 12%, -25%, 12%, 56
> CCN(Cc1ccccc1)Cc1nc(CCc2ccccc2)no1
 : -7%, 11%, u, -1%, i, -2%, x, 6%, 10
> COc1ccc(CCNC(=O)CCn2c(=O)c3ccccc3n(Cc3ccccc3C)c2=O)cc1OC
 : x, x, 0%, 10%, i, x, 6%, x, x

# The final three records of the section above lead into the next:
# Below each SMILES: SW480 rerep, HT1080 IDH1KD tx, KB-V1 MDR tox, KB-3-1 tox, ATXN viability, MCF10A rereplic, ATXN2 expr inh, HT1080-NT tox, IL1B secr inh
> O=C1C2CCCN2C(=O)N1CCN1CCN(c2cccc(C(F)(F)F)c2)CC1 (stereo not given)
 : 11%, 15%, -25%, -5%, i, 12%, -25%, 12%, 56
> CCN(Cc1ccccc1)Cc1nc(CCc2ccccc2)no1
 : -7%, 11%, u, -1%, i, -2%, x, 6%, 10
> COc1ccc(CCNC(=O)CCn2c(=O)c3ccccc3n(Cc3ccccc3C)c2=O)cc1OC
 : x, x, 0%, 10%, i, x, 6%, x, x
> COc1ccc(OCCNC(=O)C(Cc2c[nH]c3ccccc23)NC(C)=O)cc1 (stereo not given)
 : 5%, -3%, -16%, 3%, i, 24%, 0%, -4%, -2
> COc1ccc(NC(=O)C2CCCN(S(=O)(=O)c3cccnc3)C2)c(OC)c1 (stereo not given)
 : 0%, 6%, -6%, 2%, i, -4%, -5%, 0%, 29
> C=CCSc1nnc(-c2ccncc2)n1-c1ccc(OCC)cc1
 : -3%, 10%, 0%, -15%, i, -14%, -3%, -16%, 8
> O=C(Nc1cccc(F)c1)C1CCN(C(=O)N2CCOc3ccccc32)CC1
 : -5%, -4%, -9%, -2%, u, -1%, -11%, -1%, -26
> CCOC(=O)c1c(NC(=O)CSc2nc3c(c(=O)n(C)c(=O)n3C)n2CC)sc(C)c1C
 : -1%, -3%, 9.2µM*, 1%, i, 18%, -9%, 18%, 10

# Rewritten field by field: part of the list above.
COc1ccc(OCCNC(=O)C(Cc2c[nH]c3ccccc23)NC(C)=O)cc1 (stereo not given)
  SW480 rerep = 5%; HT1080 IDH1KD tx = -3%; KB-V1 MDR tox = -16%; KB-3-1 tox = 3%; ATXN viability = i; MCF10A rereplic = 24%; ATXN2 expr inh = 0%; HT1080-NT tox = -4%; IL1B secr inh = -2
COc1ccc(NC(=O)C2CCCN(S(=O)(=O)c3cccnc3)C2)c(OC)c1 (stereo not given)
  SW480 rerep = 0%; HT1080 IDH1KD tx = 6%; KB-V1 MDR tox = -6%; KB-3-1 tox = 2%; ATXN viability = i; MCF10A rereplic = -4%; ATXN2 expr inh = -5%; HT1080-NT tox = 0%; IL1B secr inh = 29

# Outcome played no part in choosing rows; 11% or so of the library scored in one or more.
